Compound activity from PubChem.
cardiac RTF act: increases calcium sensitivity of human cardiac regulated thin filaments; P19429+P45379; IANBD-labeled TnC RTF fluorescence at EC20 calcium; 0% EC20 calcium, 100% full calcium; activation, % at 7.2 µM; actives 0.24% (n = 340,000); AID 493008;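 active means activation above the mean over all tested compounds plus 3 SD, cut at about 30% in these data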;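 further: rise in fluorescence read as greater calcium sensitivity of cardiac thin filaments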
HTR5A ag ctr: counter-screen for OPRM1-OPRD1 agonists: human HTR5A agonism; P47898; HTR5A agonist assay, luminescence, cell-based; actives 0.61% (n = 340,000); activation, % at 9.3 µM; in the data active means activation mostly above about 9.5%, no sharp cut-off; inactive means mostly below about 7.6%;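 further: 0% = cells with vehicle only and 100% = reference agonist; strong numbers were not always called active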
PvdQ acylase: P. aeruginosa PvdQ acylase inhibition; inhibition, % at 10 µM; purified PvdQ acylase, fluorescence plate reader; actives 0.063% (n = 340,000); AID 488965; in the data active means inhibition above about 30%, passing the limit was not always enough;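 further: 0% = vehicle neutral wells and 100% = reference inhibitor wells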
dFosB activator: activators of mouse delta FosB homodimer; P13346; purified delta FosB, TAMRA-CDK5 oligo fluorescence polarization; percent of positive-control signal above neutral wells; activation, % at 25 µM; actives 0.99% (n = 340,000); AID 493131;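 active means mean activation above about 17%, with every replicate also reaching it, limit read from the data, passing the limit was not always enough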;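 further: fluorescence polarization rise as delta FosB binds a TAMRA Cdk5 AP-1 oligo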
MITF act: increases MITF-driven TRPM1 promoter luciferase signal. SK-MEL-5 TRPM1-promoter luciferase, 24 h; % of positive control, neutral wells = 0. activation, % at 12.5 µM. actives 0.75% (n = 300,000). AID 588334;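 active means mean activation of at least 80% with every replicate also reaching 80%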;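 further: 0% = neutral control wells and 100% = parthenolide positive control wells; values of inactives mirror those of a sister screen read the other way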
CDK5 p35 inh: blocks human CDK5/p35 kinase activity | actives 0.01% (n = 330,000) | AID 488839 | inhibition, % at 10 µM | Recombinant CDK5/p35, ADP-Glo luminescence, 60 min | Q00535+Q15078;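 active means highest replicate inhibition of at least 50% and at least 75% of replicates reaching 50%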;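 further: plate controls were DMSO neutral control for no effect and GW8510 at 10 µM for full effect; many of its hits are not listed in these tables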
Target sequence (Q00535 whole entry, looked up): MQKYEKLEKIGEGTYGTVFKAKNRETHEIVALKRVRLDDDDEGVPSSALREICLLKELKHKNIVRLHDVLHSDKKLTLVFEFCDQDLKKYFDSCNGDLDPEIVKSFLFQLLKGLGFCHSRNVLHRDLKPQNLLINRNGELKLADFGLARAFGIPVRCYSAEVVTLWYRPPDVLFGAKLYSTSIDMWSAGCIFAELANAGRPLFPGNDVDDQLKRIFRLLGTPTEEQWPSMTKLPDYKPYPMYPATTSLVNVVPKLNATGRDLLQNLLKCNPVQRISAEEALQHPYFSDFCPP
Target sequence (Q15078 whole entry, looked up): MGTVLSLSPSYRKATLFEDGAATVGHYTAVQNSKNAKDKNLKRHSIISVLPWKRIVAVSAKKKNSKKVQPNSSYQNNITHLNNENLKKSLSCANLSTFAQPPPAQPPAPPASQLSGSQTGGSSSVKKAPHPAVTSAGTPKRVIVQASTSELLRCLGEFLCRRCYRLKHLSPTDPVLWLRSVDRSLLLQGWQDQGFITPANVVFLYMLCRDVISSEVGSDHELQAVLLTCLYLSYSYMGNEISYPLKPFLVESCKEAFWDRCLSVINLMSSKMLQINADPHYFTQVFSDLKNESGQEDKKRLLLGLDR
SR-BI DiI inh: blocks mouse SR-BI lipid uptake from DiI-HDL; ldlA[mSR-BI] CHO cells, DiI-HDL uptake fluorescence, 3 h; inhibition, % at 12.5 µM; actives 0.96% (n = 320,000);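 active means mean replicate inhibition of at least 70% and a set share of replicates each scoring 70 or more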;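 further: 0% = median of neutral control wells and 100% = median of positive control wells; values of inactives mirror those of a sister screen read the other way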
Wnt bcat act: Wnt/beta-catenin pathway activation; activation, % at 9.35 µM; actives 1.2% (n = 300,000); Wnt/beta-catenin reporter cell assay, activator, plate reader; in the data active means activation above about 30%, passing the limit was not always enough;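 further: 0% = neutral control wells and 100% = positive control wells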
Rtt109 HAT inh: inhibitors of Candida albicans Rtt109/Vps75 histone acetyltransferase; Q5AAJ8; purified Rtt109/Vps75, ThioGlo CoA-SH fluorescence, 4 h; inhibition, % at 34.9 µM; actives 0.16% (n = 330,000); AID 540336;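 active means inhibition of at least 50% in every replicate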
Target sequence (Q5AAJ8 whole entry, looked up): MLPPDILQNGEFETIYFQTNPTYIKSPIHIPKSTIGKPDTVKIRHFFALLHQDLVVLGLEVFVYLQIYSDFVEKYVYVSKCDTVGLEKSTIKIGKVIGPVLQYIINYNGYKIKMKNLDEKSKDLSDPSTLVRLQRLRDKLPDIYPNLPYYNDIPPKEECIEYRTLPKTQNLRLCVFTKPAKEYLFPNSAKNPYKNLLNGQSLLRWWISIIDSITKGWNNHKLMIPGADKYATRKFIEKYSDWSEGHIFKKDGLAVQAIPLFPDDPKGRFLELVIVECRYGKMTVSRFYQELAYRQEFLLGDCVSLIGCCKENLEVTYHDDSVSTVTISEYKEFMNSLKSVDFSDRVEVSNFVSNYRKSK
SR-BI DiI-HDL act: activators of SR-BI mediated HDL lipid uptake. actives 0.096% (n = 320,000). activation, % at 12.5 µM. CHO ldlA[mSR-BI] cells, DiI-HDL uptake fluorescence, 3 h; 100 = double the neutral-control signal;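 active means mean replicate activation of at least 60% and every replicate at or above 60%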;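 further: 0% = median plate neutral-control signal and 100% = twice that signal; values of inactives mirror those of a sister screen read the other way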
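Material – SR-BI-overexpressing, LDLR-lacking CHO cells · Medium – BSA-supplemented, HEPES-buffered Ham's F12, pH 7.4 · Doses – single concentration · Times – compound with DiI-HDL co-incubation, 3 h at 37 °C · Measured by – bottom-read fluorescence, 550/595 nm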
An asterisk follows results filed as active; nt = not tested or not shown.

SMILES	cardiac RTF act	HTR5A ag ctr	PvdQ acylase	dFosB activator	MITF act	CDK5 p35 inh	SR-BI DiI inh	Wnt bcat act	Rtt109 HAT inh	SR-BI DiI-HDL act
Cc1cc(S(=O)(=O)NCc2ccccc2)ccc1OCC(=O)NCc1cccnc1	0	1	4	-5	-8	0.8	7	-2	9	-7
CCOC(=O)c1c(NC(=O)COC(=O)c2ccc(C)s2)sc2c1CC(C)(C)NC2(C)C	-9	-1	4	8	-9	1.3	0	-1	29	0
CCN(C(=O)CN1C(=O)S/C(=C\c2cccc(Cl)c2)C1=O)C1CCS(=O)(=O)C1 (stereo not drawn)	-1	6	-13	-5	6	-1.3	nt	-1	4	nt
COc1ccc(NC(=O)CN(C)C(=O)/C=C/c2ccc(S(=O)(=O)N3CCCCCC3)cc2)cc1	2	2	-18	10	-7	0.7	0	-5	-3	0
Cc1c(NC(=O)C(C)Oc2ccccc2F)c(=O)n(-c2ccccc2)n1C (stereo not drawn)	-7	2	-7	0	-11	-0.6	-18	-3	3	18
N#CC1=C(N)SC(C(=O)c2ccccc2)C1c1cccs1 (stereo not drawn)	1	2	-7	-5	nt	1.2	31	-5	5	-31
CCC(C)NC(=O)CO/N=C/c1ccccc1OC(F)F (stereo not drawn)	0	-3	13	1	-4	-3.6	-1	-3	4	1
COc1ccccc1OCC(=O)NNC(=O)CSC(=S)N1CCCC1	0	-4	-8	5	0	0.4	-33	-1	2	33
Cc1ccc(NC(=O)CCc2ccc(C)o2)cc1	3	2	-9	2	nt	-2.1	1	4	6	-1
Cc1cc(C)cc(NC(=O)CSc2nnc(-c3ccccc3Br)o2)c1	5	4	9	0	12	-0.6	-3	nt	5	3
CCCNC(=O)Cn1cnc2sc(C(=O)N3CCN(CCC)CC3)c(C)c2c1=O	3	-5	-8	-6	-11	0.3	-13	nt	1	13
CC(CNCCCn1cnc2c(OCc3ccccc3)ncnc21)c1ccccc1 (stereo not drawn)	3	-3	-4	-13	-54	0.3	-1	-1	-2	1
O=C(COC(=O)C1CCCO1)Nc1nc(-c2ccc(F)cc2)cs1 (stereo not drawn)	0	1	-11	-7	61	0.4	4	12	-1	-4
O=C(COc1ccc(S(=O)(=O)N2CCCC2)cc1)Nc1ccc(F)cc1	-10	0	0	-6	4	0.6	3	2	-1	-3
COc1ccc(CNC(=O)COC(=O)c2cc(-c3ccc(Cl)s3)nc3ccccc23)cc1	4	-1	-33	-7	3	-1.8	14	nt	4	-14
CCOc1ccc(C2C(=O)N(C3CCCCC3)CC(=O)N2CC2CCCO2)cc1OC (stereo not drawn)	-4	5	-12	1	5	-19	-1	-4	7	1
Cc1ccc(SCC(=O)NC(C)(C)C)cc1	6	0	-2	8	nt	-0.2	-19	33*	-1	19
CCOC(=O)C1=C(C)NC(=O)NC1c1ccc(Cl)cc1Cl (stereo not drawn)	-2	6	0	-9	-7	2.2	2	nt	-4	-2
CCc1cc(C(=O)N(C)CC(=O)N(CC(C)C)c2c(N)n(CC(C)C)c(=O)[nH]c2=O)sc1C	0	-2	-2	-16	-2	0.9	-3	nt	4	3
O=C(CN1C(=O)NC(c2ccc(F)cc2)C1=O)Nc1ccc2c(c1)OCCO2 (stereo not drawn)	-4	3	8	4	1	3.2	-14	-2	8	14

Part of the list above in order of length of the SMILES, ascending:
SMILES	cardiac RTF act	HTR5A ag ctr	PvdQ acylase	dFosB activator	MITF act	CDK5 p35 inh	SR-BI DiI inh	Wnt bcat act	Rtt109 HAT inh	SR-BI DiI-HDL act
CCC(C)NC(=O)CO/N=C/c1ccccc1OC(F)F (stereo not drawn)	0	-3	13	1	-4	-3.6	-1	-3	4	1
N#CC1=C(N)SC(C(=O)c2ccccc2)C1c1cccs1 (stereo not drawn)	1	2	-7	-5	nt	1.2	31	-5	5	-31
COc1ccccc1OCC(=O)NNC(=O)CSC(=S)N1CCCC1	0	-4	-8	5	0	0.4	-33	-1	2	33
Cc1cc(C)cc(NC(=O)CSc2nnc(-c3ccccc3Br)o2)c1	5	4	9	0	12	-0.6	-3	nt	5	3
O=C(COc1ccc(S(=O)(=O)N2CCCC2)cc1)Nc1ccc(F)cc1	-10	0	0	-6	4	0.6	3	2	-1	-3
Cc1c(NC(=O)C(C)Oc2ccccc2F)c(=O)n(-c2ccccc2)n1C (stereo not drawn)	-7	2	-7	0	-11	-0.6	-18	-3	3	18
CCCNC(=O)Cn1cnc2sc(C(=O)N3CCN(CCC)CC3)c(C)c2c1=O	3	-5	-8	-6	-11	0.3	-13	nt	1	13
O=C(CN1C(=O)NC(c2ccc(F)cc2)C1=O)Nc1ccc2c(c1)OCCO2 (stereo not drawn)	-4	3	8	4	1	3.2	-14	-2	8	14
COc1ccc(CNC(=O)COC(=O)c2cc(-c3ccc(Cl)s3)nc3ccccc23)cc1	4	-1	-33	-7	3	-1.8	14	nt	4	-14
CCOC(=O)c1c(NC(=O)COC(=O)c2ccc(C)s2)sc2c1CC(C)(C)NC2(C)C	-9	-1	4	8	-9	1.3	0	-1	29	0
COc1ccc(NC(=O)CN(C)C(=O)/C=C/c2ccc(S(=O)(=O)N3CCCCCC3)cc2)cc1	2	2	-18	10	-7	0.7	0	-5	-3	0

Next part
SMILES	cardiac RTF act	HTR5A ag ctr	PvdQ acylase	dFosB activator	MITF act	CDK5 p35 inh	SR-BI DiI inh	Wnt bcat act	Rtt109 HAT inh	SR-BI DiI-HDL act
CCCn1c(SCC(=O)N2CCc3ccccc3C2)nc(O)cc1=O	0	0	-6	-5	-6	0.4	-8	2	-1	8
O=C(CCC(=O)Nc1ccc(F)cc1)N/N=C/c1ccccc1O	1	3	-20	-2	17	-0.3	7	7	-10	-7
CCCCN1C(=O)C2NN=C(C(=O)OC)C2C1=O (stereo not drawn)	3	-1	-10	5	nt	3.5	-8	nt	-4	8
Cc1ccc(N/C=C/C(=O)c2ccccc2)cc1C	0	-3	-7	4	-2	4.4	10	20	8	-10
COc1ccc(NS(=O)(=O)c2ccc(S(=O)(=O)N(C)C)cc2)cc1S(N)(=O)=O	-1	3	-15	8	2	-2.2	nt	-4	-6	nt
COCCNC(=O)Cn1ncc2ccsc2c1=O	-6	-2	4	2	nt	-0.9	-6	-3	6	6
O=C(NCCc1cn2ccccc2n1)c1ccccc1F	3	-9	9	0	17	-6.1	-3	nt	-1	3
C/C(Cn1nc([N+](=O)[O-])cc1C)=N\NC(=O)COc1c(Cl)cc(Cl)cc1Cl	-4	-3	5	-4	-9	nt	-2	nt	2	2
Cc1ccc(-n2c(=O)cc(N3CCN(Cc4ccccc4)CC3)[nH]c2=O)cc1	10	8	-2	-8	-2	-2.1	-1	-4	10	1
CSc1nc(O)c(Nc2cccc(Cl)c2)c(=O)[nH]1	0	3	11	0	-8	0.8	-19	1	10	19
Cc1ccc(S(=O)(=O)CCC(=O)OCC(=O)NC(C)c2ccc(F)cc2)cc1 (stereo not drawn)	-1	0	-6	1	9	0.7	-39	0	-1	39
CC(C)c1cccc(-c2ccc3c(c2)S(=O)(=O)c2cccc(C(=O)NCc4ccccc4)c2C3=O)c1	0	6	4	0	-7	-2.4	-5	-10	-2	5
COC(=O)C=CC(=NNc1ccccc1)c1ccccc1	-5	1	-2	-4	9	-0.3	7	-3	3	-7
NC(=O)C1CCN(C2=C(Cl)C(=O)c3ccccc3C2=O)CC1	-3	-2	-16	1	nt	1.2	-15	nt	-6	15
O=C(COC(=O)c1ccccc1)NC12CC3CC(CC(C3)C1)C2	2	-1	-7	-4	6	-0.7	-15	-2	0	15
CN(C)S(=O)(=O)c1cccc(C(=O)N(Cc2ccc(F)cc2)Cc2ccco2)c1	-1	10	5	-5	-13	2.1	-13	nt	-1	13
CC(C)(C)OC(=O)N[C@@H](Cc1ccccc1)C(=O)N[C@@H](CO)[C@H](O)[C@@H]1C[C@@H]1C(=O)NC1CC1	1	0	-5	-7	-16	-0.9	-3	0	3	3
COc1ccc(C(c2nnnn2CCc2ccccc2)N2CCN(C)CC2)cc1OC (stereo not drawn)	-3	-1	-14	-7	-8	-0.2	-8	nt	27	8
O=C(CN(CC1CCCO1)C(=O)CNS(=O)(=O)c1ccc(Cl)cc1)NCc1ccccc1 (stereo not drawn)	-1	2	-10	-7	0	-1.9	-8	0	-2	8
O=C1CCCN1CN(C(=O)c1ccccc1)c1ccc(F)cc1	-5	-1	7	-2	nt	5.4	3	-9	7	-3
O=C(Nc1c2c(nn1-c1ccc(F)cc1)CS(=O)C2)c1ccco1 (stereo not drawn)	-3	2	-28	-1	-11	2.5	8	-2	-8	-8
O=C(Nc1ccccc1F)c1ccc(CNS(=O)(=O)c2cccc(C(F)(F)F)c2)cc1	2	12*	-1	-2	-6	0.2	25	nt	4	-25
O=C(/C=C/c1cn(-c2ccccc2)nc1-c1cccnc1)c1ccco1	4	-4	-9	-15	-12	4.0	16	18	6	-16
COc1ccc(CN(C)C(C)C(=O)Nc2ccc([N+](=O)[O-])cc2Cl)cc1OC (stereo not drawn)	8	4	-12	1	-13	-3.2	64	nt	-4	-64
COc1ccc(Cl)cc1NC(=O)CNc1ccccc1CN(C)C1CCCCC1	-7	-6	-3	-1	-7	0.7	16	-2	3	-16
COCCn1c(SCC(=O)Nc2cccc(C(=O)OC)c2)nc2ccccc2c1=O	7	3	10	-15	-6	0.1	4	-4	2	-4
CC(=O)c1ccc(Nc2c(C)n(C)n(-c3ccccc3)c2=O)cc1	3	1	5	-2	-8	-0.9	-6	-1	17	6
O=C(Nc1ccc2c(c1)C(=O)N(C1CCCCC1)C2=O)C1CCCO1 (stereo not drawn)	1	0	10	-12	11	-1.0	8	nt	17	-8
CN(C)C(CNS(=O)(=O)c1ccc2ccccc2c1)c1ccccc1 (stereo not drawn)	9	-3	-15	-5	0	-1.6	-25	2	-2	25
Cc1ccc(C(=O)OCC(=O)NC(C)c2ccccc2)s1 (stereo not drawn)	6	5	-3	3	7	-0.6	-27	-5	42	27
COCc1nnc(NC(=O)C2CC(=O)N(C3CCCC3)C2)s1 (stereo not drawn)	3	6	-11	-4	8	0.1	-12	1	5	12
Cc1cc(Br)cc(C)c1NC(=S)NC(=O)CC(C)C	-3	6	-16	6	nt	-0.6	-8	-3	-3	8
COc1ccccc1CNC(=O)COC(=O)c1c[nH]c2ccccc12	-4	5	-8	-23	-22	1.2	-13	-4	2	13
Cc1cccc(CN2CCN(C(C)C(=O)NC(C)c3ccccc3)CC2)c1 (stereo not drawn)	-3	-3	2	2	2	-0.1	5	-3	0	-5
COc1ccc(C(=O)NCCS(=O)(=O)NCc2cccnc2)cc1	-1	-3	-5	-4	5	0.0	12	-2	-21	-12

Rows are unselected (roughly 4.4% active in at least one column).
